DNMT1 inh: blocks human DNA methyltransferase DNMT1; 0.83% of 360,000 active; inhibition (reported as % activation of signal), % at 10 µM; DNMT1 molecular beacon, Hinp1I cleavage, fluorescence; P26358; in the data active means inhibition above about 50%
SUMO1-SIM PPI: modulators of human SUMO1-mediated protein-protein interactions. P63165. SUMO1 binding to a labelled peptide, TR-FRET, 1 h. inhibition, % at 20 µM. 0.33% of 360,000 active. AID 602429; in the data active means inhibition above about 37%
Target sequence (P63165 whole entry, looked up): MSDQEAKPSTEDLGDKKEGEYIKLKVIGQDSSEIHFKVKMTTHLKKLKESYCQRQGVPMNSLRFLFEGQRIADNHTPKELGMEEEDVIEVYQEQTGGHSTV
STEP block: blocks human striatal-enriched tyrosine phosphatase; recombinant STEP, OMFP fluorogenic substrate, fluorescence; inhibition, % at 20 µM; 0.25% of 360,000 active; AID 588621;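 active means inhibition at 20 µM, scaled per plate between control wells, above about 37%, limit read from the data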;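 further: 0% = DMSO with enzyme and substrate and 100% = substrate only without enzyme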
Target sequence (P54829 whole entry, looked up): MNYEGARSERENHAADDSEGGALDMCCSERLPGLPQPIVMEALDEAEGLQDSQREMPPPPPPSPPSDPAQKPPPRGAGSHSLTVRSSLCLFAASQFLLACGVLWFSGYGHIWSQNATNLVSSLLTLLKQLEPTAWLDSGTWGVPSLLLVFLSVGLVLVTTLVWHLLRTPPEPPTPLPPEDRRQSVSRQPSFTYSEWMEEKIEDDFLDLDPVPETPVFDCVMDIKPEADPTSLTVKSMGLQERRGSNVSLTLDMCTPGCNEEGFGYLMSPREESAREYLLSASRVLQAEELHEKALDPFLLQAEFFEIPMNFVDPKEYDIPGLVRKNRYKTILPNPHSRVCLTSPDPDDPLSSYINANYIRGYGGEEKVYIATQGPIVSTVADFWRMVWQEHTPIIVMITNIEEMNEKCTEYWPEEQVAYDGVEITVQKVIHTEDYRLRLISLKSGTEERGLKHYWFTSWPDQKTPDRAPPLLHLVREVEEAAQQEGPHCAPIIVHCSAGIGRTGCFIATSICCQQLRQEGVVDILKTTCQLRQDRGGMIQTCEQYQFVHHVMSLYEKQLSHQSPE
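System: STEP phosphatase, cell-free reaction; Buffer or medium: Bis-Tris pH 6.0 buffer with DTT, detergent; Incubation: 20 min at room temperature, dark; Measured by: fluorescence, 480/540 nm.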
Scp-1 inhibitor: inhibitors of human Scp-1 phosphatase. Q9GZU7. Recombinant Scp1, phosphopeptide, malachite green phosphate absorbance. inhibition, % at 20 µM. 0.88% of 340,000 active;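 active means inhibition above about 50% at 20 µM, limit read from the data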;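 further: plate controls were DMSO wells with enzyme for no effect and wells lacking enzyme for full effect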
Target sequence (Q9GZU7 76-261 limits assumed): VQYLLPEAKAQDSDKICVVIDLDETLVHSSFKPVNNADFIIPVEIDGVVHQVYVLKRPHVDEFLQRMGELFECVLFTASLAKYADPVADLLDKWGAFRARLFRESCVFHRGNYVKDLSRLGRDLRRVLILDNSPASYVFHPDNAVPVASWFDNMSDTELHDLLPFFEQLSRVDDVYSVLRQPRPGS
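Times: enzyme reaction 45 min at room temperature, colour 5 min, stabilisation 30 min. Material: SCP-1 catalytic fragment, aa 76-261. Medium: Acidic Tris acetate buffer with magnesium and detergent. Signal: colorimetric free-phosphate detection, absorbance 630 nm. Read-out basis: % inhibition of SCP-1 phosphate liberation. Reagent: Phosphorylated 17-residue peptide substrate.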
Tb MetRS inh: blocks T. brucei methionyl-tRNA synthetase activity | AID 624268 | purified T. brucei MetRS, ATP depletion, Kinase-Glo luminescence | 0.4% of 360,000 active | inhibition, % at 11.9 µM;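 active means inhibition above a per-plate cutoff of the control wells' mean inhibition plus 3 SD, cut at about 5.5% in these data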;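 further: 0% = DMSO wells median and 100% = median of wells with control inhibitor compound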
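Material: parasite MetRS enzyme / Replication: singlicate, one well per compound / Signal: luminescence of leftover ATP / Schedule: 2 h aminoacylation at 25 °C after 15 min preincubation / Medium: HEPES-MgCl2-KCl buffer plus DTT, spermine, BSA, pyrophosphatase / Doses: 11.9 µM single point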
NRP1-CendR mod: alters CendR peptide binding to human NRP-1; O14786; FAM-RPARPAR peptide binding to NRP-1, fluorescence polarization; inhibition, % at 25 µM; 0.85% of 360,000 active; AID 602438;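 active means inhibition or corrected inhibition above about 18%, plus a signal ratio from 0.5 to 1.5, limit read from the data, passing the limit was not always enough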; further: strong numbers were not always called active
E coli Lon inh: E. coli protease La inhibition. purified E. coli Lon protease, fluorescence polarization. inhibition, % at 7.94 µM. 0.42% of 360,000 active. AID 602123; in the data active means inhibition above about 13%, passing the limit was not always enough;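 further: 0% = enzyme with probe and DMSO and 100% = no enzyme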
MsrA act: bovine methionine sulfoxide reductase A activation | purified bovine MsrA, absorbance read-out | activation, % at 10.6 µM | 0.3% of 360,000 active; in the data active means activation above about 7.5%;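 further: 0% = vehicle and 100% = reference activator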
MsrA inhibitor: bovine MsrA inhibition; purified bovine MsrA, absorbance read-out; inhibition, % at 15.5 µM; 0.75% of 360,000 active; AID 651718; in the data active means inhibition above about 4.5%;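 further: 0% = vehicle wells with enzyme and 100% = reference inhibitor wells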
LMPTP inh: LMPTP (human) inhibition; P24666; recombinant LMPTP-A, OMFP fluorogenic substrate, fluorescence intensity; inhibition, % at 20 µM; 0.22% of 360,000 active; AID 651560;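 active means compounds that cut the enzyme signal by at least half of the control window in the single-dose screen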;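 further: plate controls were DMSO wells with enzyme plus substrate for no effect and substrate without enzyme for full effect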
Target sequence (P24666 whole entry, looked up): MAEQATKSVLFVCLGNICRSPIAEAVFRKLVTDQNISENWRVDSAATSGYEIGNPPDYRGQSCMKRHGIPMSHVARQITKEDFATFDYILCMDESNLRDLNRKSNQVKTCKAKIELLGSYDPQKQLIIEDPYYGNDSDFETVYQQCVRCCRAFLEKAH
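Assay system: LMPTP-A enzyme. Input: 0.625 nM LMPTP-A final. Probe or stimulus: 400 µM OMFP. Compound dosing: single 20 µM dose. Schedule: 50 min dark incubation at room temperature. Detection: fluorescence intensity of OMFP turnover product. Read-out: percent inhibition versus substrate-only and uninhibited controls. Benchmarks: no-enzyme low control, uninhibited high control.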
Starred values were filed as active, the others as inactive; x = not tested or not shown.

SMILES	DNMT1 inh	SUMO1-SIM PPI	STEP block	Scp-1 inhibitor	Tb MetRS inh	NRP1-CendR mod	E coli Lon inh	MsrA act	MsrA inhibitor	LMPTP inh
CC(C)NC(=O)NC(=O)COC(=O)Cc1c(F)cccc1Cl	2	0	0	-5	-0.3	-3	2	-8	1.1	-0.3
COCCN(C(=O)/C=C/c1ccccc1)c1c(N)n(Cc2ccccc2)c(=O)[nH]c1=O	-6	-2	0	-14	1.1	-1	1	-1	-1.1	1.7
CCn1nc(C)c(Br)c1C(=O)Sc1ccccc1Cl	1	3	2	-10	-0.1	-15	13	-2	0.4	-0.6
CSC1CCCCC1(O)CSc1nc2c(cc1C#N)CCCC2 (centres undefined)	-2	-1	-1	8	0.0	-7	-12	-1	-0.3	-0.7
C=CCn1c(NCc2cc(Cl)ccc2O)nc2ccccc21	-3	12	1	-6	13*	7	3	1	2.3	4.1
O=C(Nc1ccc(-n2cnnn2)cc1)C1CCCCC1	2	1	13	1	0.2	0	8	0	0.3	0.9
CCOc1ccc(-c2noc(CCC(=O)NC3CCCCC3)n2)cc1OC	1	-1	-2	3	0.1	0	-1	-2	0.7	-1.0
O=C1c2cccnc2C(=O)N1Cc1ccc(S(=O)(=O)N2CCN(c3ccccc3)CC2)cc1	9	3	7	-8	-0.6	2	14	-3	0.0	-1.1
Cc1ccc(-c2nnc(NC(=O)CCS(=O)(=O)c3ccc(F)cc3)o2)c(C)c1	-3	2	-1	0	-0.5	14	-4	-2	-0.9	-1.4
COc1ccc(C(CNc2ccc(S(C)(=O)=O)cc2[N+](=O)[O-])N(C)C)cc1OC (centres undefined)	0	-34	-2	11	-0.8	3	-4	-2	0.0	1.6
Cc1ccccc1CC(=O)NC1CCN(C)CC1	-2	0	4	-6	-0.1	-13	-3	-1	-0.4	-1.2
Cc1cccc(C)c1NC(=O)Cn1c(=O)c2cccn2c2ccccc21	-4	8	-1	-2	-0.3	-27	-10	-2	-0.3	1.0
COc1cc2c(cc1OC)[C@H](C)N(C(=O)COc1ccccc1)CC2	0	3	0	-17	-0.2	-4	-3	-2	-0.9	-0.3
CC(=O)C1=C(O)C(=O)N(c2cccc(Br)c2)C1c1ccccc1Cl (centres undefined)	1	-3	2	-10	0.2	22	2	-3	2.1	-2.0
CCOC(=O)CNC(=O)C1(/C=C/c2ccccc2)CC(=O)N1c1ccc(OC)cc1 (centres undefined)	-2	-2	-2	-6	-0.2	7	0	-2	0.4	-0.2
COc1ccccc1NC(=O)N1CCN(C(=O)Nc2ccccc2OC)CC1	0	2	3	-5	0.2	-9	0	1	-0.1	-2.5
Cc1cccc(Nc2c(-c3ccc(N4CCOCC4)cc3)nc3ncccn23)c1	-5	-17	1	-7	-0.4	-12	-2	-1	1.5	0.1
CCC(=O)Nc1nnc(S(=O)(=O)N(CC)c2ccc(OC)cc2)s1	-1	-1	-1	2	-1.6	4	2	-8	-0.9	-0.7
O=C(COC(=O)CCCNC(=O)c1ccc(Cl)cc1)Nc1cc(Cl)c(Cl)cc1Cl	1	-1	-4	-7	1.0	-104	-1	-2	-0.8	-0.8
CCOC(=O)c1c(NC(=O)Cn2nnc(-c3ccccc3Cl)n2)sc(C)c1C	-4	2	2	1	-1.7	9	-4	-11	-0.1	1.7
CCOc1ccc(NC(=O)CN2CCN(CC(=O)Nc3ccc(OC)cc3)CC2)cc1	7	-1	0	-3	-1.0	-2	0	-9	0.4	-0.4
O=C(Nc1cc(N2CCCCC2)ncn1)c1ccc(F)cc1	-2	0	2	-1	-0.5	13	3	-1	-0.6	-0.4
CS(=O)(=O)c1ccc(N2CCN(S(=O)(=O)c3cccs3)CC2)c([N+](=O)[O-])c1	-4	-27	1	-14	-0.2	3	-8	-1	0.8	0.0
CCC1CCCCN1Cc1ccc(N)cc1 (centres undefined)	-4	-1	2	-3	0.5	8	-2	-3	0.7	3.4
CC1(C(=O)NC2CCCC2)CCC(=O)N1CCc1c[nH]c2ccccc12 (centres undefined)	2	3	0	x	-0.1	-5	0	-9	-0.1	-0.2
Cc1ccc(C(C)C)c(OCc2nc(-c3nonc3N)no2)c1	-2	0	4	16	0.3	-4	7	-1	0.3	3.0
CC1(C)CC(=O)C=C(NCCCNC2CCCCC2)C1	2	2	0	-6	-0.5	1	-6	-7	-0.2	-0.9
N#Cc1c(-c2ccncc2)c2c([nH]c1=S)CCCC2	1	-6	0	5	-0.9	-6	-7	2	0.1	-0.3
c1ccc(CNc2nc(NCCc3ccncc3)c3sccc3n2)cc1	-2	-1	4	x	12*	3	6	0	-1.3	87*
NC(=O)CCC(=O)N1CCCC(C(=O)c2ccc(C(F)(F)F)cc2)C1 (centres undefined)	6	8	-3	-4	-0.1	6	-4	-2	-0.6	-1.9

In the list so far, these contain an aryl methoxy group.
SMILES	DNMT1 inh	SUMO1-SIM PPI	STEP block	Scp-1 inhibitor	Tb MetRS inh	NRP1-CendR mod	E coli Lon inh	MsrA act	MsrA inhibitor	LMPTP inh
CCOc1ccc(-c2noc(CCC(=O)NC3CCCCC3)n2)cc1OC	1	-1	-2	3	0.1	0	-1	-2	0.7	-1.0
COc1ccc(C(CNc2ccc(S(C)(=O)=O)cc2[N+](=O)[O-])N(C)C)cc1OC (centres undefined)	0	-34	-2	11	-0.8	3	-4	-2	0.0	1.6
COc1cc2c(cc1OC)[C@H](C)N(C(=O)COc1ccccc1)CC2	0	3	0	-17	-0.2	-4	-3	-2	-0.9	-0.3
CCOC(=O)CNC(=O)C1(/C=C/c2ccccc2)CC(=O)N1c1ccc(OC)cc1 (centres undefined)	-2	-2	-2	-6	-0.2	7	0	-2	0.4	-0.2
COc1ccccc1NC(=O)N1CCN(C(=O)Nc2ccccc2OC)CC1	0	2	3	-5	0.2	-9	0	1	-0.1	-2.5
CCC(=O)Nc1nnc(S(=O)(=O)N(CC)c2ccc(OC)cc2)s1	-1	-1	-1	2	-1.6	4	2	-8	-0.9	-0.7
CCOc1ccc(NC(=O)CN2CCN(CC(=O)Nc3ccc(OC)cc3)CC2)cc1	7	-1	0	-3	-1.0	-2	0	-9	0.4	-0.4

Later entries.
SMILES	DNMT1 inh	SUMO1-SIM PPI	STEP block	Scp-1 inhibitor	Tb MetRS inh	NRP1-CendR mod	E coli Lon inh	MsrA act	MsrA inhibitor	LMPTP inh
CN(C)c1cc(N)c2ccccc2n1 (tested in a mixture with another compound)	11	-4	-2	-1	-0.7	-9	-3	-11	-0.3	-0.8
Cc1cc(C)c(S(=O)(=O)N2CCCOC2CNC(=O)C(=O)NCc2ccncc2)c(C)c1 (centres undefined)	-4	5	1	-4	-0.1	4	-4	-4	-1.0	-2.3
O=C(NCCc1ccccc1)c1cccnc1	3	-2	-4	-6	-0.8	8	-3	-1	0.1	-1.0
CC(=O)NCCc1ccc(C(=O)COC(=O)c2cc(C)oc2C)cc1	-2	-6	4	-18	-0.3	-10	-15	0	-0.3	-1.3
Cn1c(=O)c(C#N)c(-c2ccccc2)n2cnnc12	3	-15	1	-6	0.2	-5	4	-2	1.9	-0.3
Cc1ccc(-c2nc(CN(C)C3CCOCC3)c(C)o2)s1	0	0	-1	2	-0.9	-13	-3	-10	0.0	0.1
CCOC(=O)CNC(=O)c1cc(OC)cc(OC)c1	1	2	1	-1	-0.4	16	5	-3	-0.7	-0.4
COc1cc(C2C(C(=O)c3ccc(C)o3)=C(O)C(=O)N2c2cc(C)on2)ccc1OCc1ccccc1 (centres undefined)	-4	-16	6	-11	-0.6	-6	-7	-5	0.8	43
COc1cc(C=C(C(C)=O)C(C)=O)ccc1O	1	2	-6	-2	-2.1	0	-3	-12	2.4	-0.9
CCS(=O)(=O)N1CCC(C(=O)Nc2cc(Cl)ccc2O)CC1	-3	5	-4	-4	-0.1	-4	-13	-1	-0.8	0.4
CCOC(=O)CC(NC(=O)C(CC)c1ccccc1)c1ccccc1Cl (centres undefined)	-3	3	-1	-6	-0.1	-9	6	0	-0.8	-1.2
Cc1cccc(/C=N/n2c(C3CCCCC3)n[nH]c2=S)c1	-1	8	23	-1	-1.2	-2	1	1	x	3.3
COc1ccc(C)cc1S(=O)(=O)N(C)CC(=O)Nc1ccc2c(c1)OCCO2	-2	1	-3	-3	-0.8	4	0	-8	-0.6	-3.0
COc1cc(N2C(=O)CSC23C(=O)Nc2ccccc23)cc(OC)c1OC (centres undefined)	0	0	-9	-7	-0.4	9	-1	-3	0.1	-1.7
O=C(CSc1nc(O)cc(=O)n1-c1ccccc1)c1ccc(Br)cc1	9	7	0	41	-0.7	-10	-7	-4	-0.7	1.2
O=C(c1ccc(-c2ccccc2)cc1)N1CCC(C(=O)N2CCCC2)CC1	0	3	-3	-9	-0.4	0	6	-2	-1.1	-0.6
CC1CN(C(=O)COC(=O)c2ccc(F)cc2Cl)CC(C)O1 (centres undefined)	6	-1	-2	2	-0.4	3	4	-12	0.5	1.8
CNc1snc(C)c1C(=O)OCC(=O)NCc1ccccc1OC	1	9	-3	-15	-0.2	-1	-30	-1	0.4	-0.4
CC(C)Nc1ccc(C(CC(N)=O)NC(=O)Cc2cccc3ccccc23)cc1[N+](=O)[O-] (centres undefined)	12	-13	-3	-8	-0.3	-33	0	-3	0.5	3.2
CCc1ccc(CNc2ccc3c(c2)ncn3C(C)(C)C)cc1	1	-11	5	-8	-1.2	-11	-6	0	0.8	3.6
CCOC(=O)c1ccc(N=c2ssnc2Cl)cc1	-1	-6	6	-1	0.1	8	4	-5	0.2	47
Cc1ccc(NC(=O)c2ncc(Cl)c(Cl)c2Cl)cc1C	8	1	2	-4	0.5	13	2	-2	-0.7	0.7
CC/C(=N/NC(=O)c1ccc(Br)o1)c1ccc(Cl)cc1	5	1	0	-14	0.4	-1	-7	8.3*	0.0	-0.1
Cc1cc(C)cc(NC(=O)CSc2nnnn2-c2cccnc2)c1	-1	5	-1	-4	-0.2	10	-3	3	-1.0	0.7
Cc1cccnc1-n1c(CCN2C(=O)c3ccccc3C2=O)nc2ccccc2c1=O	2	-9	1	-5	-0.4	-5	-2	-5	-0.8	-0.6
CC(C)CN(C(=O)C1CC1)C1CCS(=O)(=O)C1 (centres undefined)	-4	0	4	-11	-0.1	2	-7	-1	-0.1	-1.7
Cc1ccc(C(C)C)cc1OCC(=O)N1CCN(C(=O)c2ccco2)CC1	0	-6	0	-1	-0.4	3	-21	-2	1.0	0.4
Cn1c(=O)oc2cc(S(=O)(=O)NCc3ccc(Cl)cc3)ccc21	-2	4	2	-9	-0.1	11	-3	-1	-1.3	0.4
CCOc1ccc(OCCC(=O)OCC(=O)NC2CC2)cc1	7	2	3	20	0.5	1	-1	-5	-0.9	2.7
CCOC(=O)c1ccccc1NC(=S)N1CCC(N2CCCCC2)CC1	4	-2	10	-4	0.1	12	3	-2	0.6	-2.3
O=C(CSc1nnc(CNc2ccccc2)o1)N1CCCc2ccccc21	-9	-3	-3	-4	-0.3	-3	-5	-2	-0.6	-0.2

Source: PubChem BioAssay (several laboratories)
